Assay outcomes (PubChem)
P. falciparum M1AAP = P. falciparum M1AAP inhibitors, biochemical, fluorogenic H-Leu-NHMec substrate, 1536-well (AID 1445) | Aminopeptidase N (Plasmodium falciparum (isolate 3D7)) | recombinant M1AAP, H-Leu-NHMec fluorogenic kinetic assay; higher % means a stronger effect | one-dose inhibition, % at 30 µM; IC50 in µM for titrated hits | 220,000 compounds, 0.42% hits;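 active = primary inhibition above the hit cutoff, then over 50% inhibition at one or more dose response concentrations, cut at about 23% in these data, passing the limit was not always enough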;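 note: plate controls were DMSO full reaction for no effect and no enzyme background for full effect; strong numbers were not always called active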
AID2073 = inhibitors of Mint1-CaV2.2 protein interaction, biochemical, HTRF (AID 2073); Voltage-dependent N-type calcium channel subunit alpha-1B (Homo sapiens); inhibition, % at 20 µM; hits with a dose series show IC50 in µM; 290,000 compounds, 0.19% hits; HTRF protein-protein interaction, Mint1-CaV2.2; higher % means a stronger effect; in the data active = inhibition mostly above about 51%, no sharp cut-off; note: some results filed as inactive read as strong as hits
Dynein cargo inh = inhibitors of GR-EGFP nuclear translocation, primary screen, dynein cargo transport inhibitor project, imaging, high-content, 3617.4 mouse cells. test concentration mostly 20 µM; stimulated with dexamethasone, 1 µM; hits give low values. z-score, hits read low. 220,000 compounds, 0.47% hits. AID 1381, 2008;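 active = plate z-score of nuclear minus cytoplasmic receptor signal below a set negative limit, without overly bright fluorescence or cell loss, cut at about -3.5 in these data, passing the limit was not always enough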;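 note: z-score of nuclear minus cytoplasmic ring GR-EGFP intensity difference per well; some compounds called inactive have numbers as strong as hits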
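medium = tetracycline-free induction medium containing charcoal-stripped FBS | probe or stimulus = dexamethasone, 1.0 µM final | timing = 48 h induction, then 1 h compound, then 30 min agonist, 37 °C | detection = automated 10x imaging of fixed Hoechst-stained cells | read-out basis = nuclear versus cytoplasmic GR-EGFP signal, averaged per well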
XIAP displacement = XIAP antagonists, biochemical, IAP family, fluorescence polarization (AID 1018); 200,000 compounds, 0.007% hits; displacement, % at 20 µM, or IC50 in µM where a hit was titrated; E3 ubiquitin-protein ligase XIAP (Homo sapiens); XIAP BIR domain, fluorescence polarization peptide displacement; higher % means a stronger effect; in the data active = displacement above about 50%; note: a part of the inactive calls stands beside numbers as strong as those of hits
PMI inhibitors = inhibitors of human PMI, primary screen, biochemical, fluorescence intensity, coupled assay (AID 1209). Mannose-6-phosphate isomerase (Homo sapiens). purified PMI enzyme, coupled fluorescence intensity; higher % means a stronger effect. one-dose inhibition, % at 20 µM; IC50 in µM for titrated hits. 190,000 compounds, 0.42% hits;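 note: plate controls were DMSO vehicle for no effect and wells lacking substrate for full effect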
M17LAP inhibition = P. falciparum M17LAP inhibitors, primary screen, biochemical, fluorogenic H-Leu-NHMec substrate, 1536-well (AID 1619). 220,000 compounds, 0.38% hits. inhibition, % at 30 µM; hits with a dose series show IC50 in µM. Leucine aminopeptidase (Plasmodium falciparum (isolate 3D7)). recombinant M17LAP, H-Leu-NHMec fluorogenic kinetic assay; higher % means a stronger effect;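 active = compound inhibiting the enzyme by more than half at any dose during confirmatory dose-response retesting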;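 note: plate controls were full reaction with DMSO carrier for no effect and no enzyme background for full effect; strong numbers were not always called active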
Siah-1 displacement = Siah-1 peptide-binding antagonists, primary screen, biochemical, fluorescence polarization, rhodamine-plectin, uHTS (AID 1817) | Siah-1 / rhodamine-plectin peptide fluorescence polarization; higher % means a stronger effect | one-dose displacement, % at 20 µM; IC50 in µM for titrated hits | 290,000 compounds, 0.02% hits | E3 ubiquitin-protein ligase SIAH1 (Homo sapiens);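 active = displacement of at least 50% at 20 µM, with a fluorescence ratio check between 0.3 and a set limit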;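 note: plate controls were Siah plus tracer with DMSO for no effect and tracer alone without Siah for full effect; strong numbers were not always called active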
human PMI inhibitors = human PMI inhibitors, high substrate, primary screen, biochemical, fluorescence intensity, high mannose 6-phosphate (AID 1220); Mannose-6-phosphate isomerase (Homo sapiens); recombinant PMI enzyme, coupled fluorescence intensity; higher % means a stronger effect; 190,000 compounds, 0.66% hits; inhibition, % at 20 µM; hits with a dose series show IC50 in µM
LYP phosphatase = inhibitors of LYP phosphatase, biochemical, fluorescence intensity, uHTS (AID 1779); Tyrosine-protein phosphatase non-receptor type 22 (Homo sapiens); recombinant LYP phosphatase, fluorescence intensity; higher % means a stronger effect; inhibition, % at 11.5 µM, or IC50 in µM where a hit was titrated; 290,000 compounds, 0.054% hits;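 note: plate controls were vehicle with enzyme for no effect and no enzyme for full effect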
Dynein cargo inh cytoplasmic EGFP = also measured in Dynein cargo inh; calls as there; z-score; measured here: cytoplasmic GR-EGFP intensity; hits give high values
Dynein cargo inh nuclear GR-EGFP = also measured in Dynein cargo inh; calls as there; z-score; measured here: nuclear GR-EGFP intensity;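 lower value marks the stronger effect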
Dynein cargo inh cell count = second read-out of Dynein cargo inh, no call of its own (marks repeat the call); z-score; measured here: cell count per field
Numbers without * were called inactive; . = no result given. Cut-off read from the data, not from the text of the source, unless noted: active = inhibition above about 50%; inactive = the rest.

P. falciparum M1AAP,AID2073,Dynein cargo inh,Dynein cargo inh cytoplasmic EGFP,Dynein cargo inh nuclear GR-EGFP,Dynein cargo inh cell count,XIAP displacement,PMI inhibitors,M17LAP inhibition,Siah-1 displacement,human PMI inhibitors,LYP phosphatase,Compound
1%,-4%,-0.048,-0.19,-0.079,0.13,-6.3%,3%,11%,1%,-3%,40%,O=C(CSc1nnc(-c2ccccn2)n1-c1ccccc1)Nc1ccc2c(c1)OCO2
6%,-2%,-0.15,-0.2,-0.19,-0.12,.,.,5%,8%,.,-3%,COc1ccc(CC(=O)NCc2csc(-c3cccs3)n2)cc1OC
9%,7%,-0.32,-0.8,-0.45,0.32,.,.,-8%,7%,.,-3%,COc1ccc(/C=C/c2nnc(NC(=O)C(C)(C)C)s2)cc1
7%,4%,-0.15,-0.24,0.08,0.071,-4.8%,-40%,-1%,-2%,-75%,-9%,COc1ccc(C2C=C(Nc3ccccc3)C(=O)N2c2ccccc2)cc1OC (stereo unspecified)
1%,1%,-0.18,-0.22,0.13,-0.05,-1.3%,4%,-8%,3%,2%,-7%,O=C(COc1ccc(S(=O)(=O)N2CCOCC2)cc1)N1CCCCCC1
9%,10%,-0.55,-0.27,-0.33,0.28,-1.7%,-2%,11%,1%,11%,-1%,CCOc1cccc2cc(C(=O)N3CCN(C/C=C/c4ccccc4)CC3)c(=O)oc12
3%,-1%,0.62,-0.65,0.24,-0.41,.,.,-3%,-5%,.,-2%,Cc1nc(-c2ccccc2)sc1C1(C)CC(c2c(Cl)cccc2Cl)=NO1 (stereo unspecified)
3%,40%,-1.3,-0.26,-0.53,0.84,-3.4%,44%,2%,0%,66%*,-7%,[O-]/C(=C(\C(=S)Nc1cccc2ccccc12)[n+]1ccccc1)c1cccs1
-2%,-24%,0.71,-0.084,0.47,0.25,-5.7%,10%,-3%,4%,-1%,2%,CNC(=S)N/N=C(\C)c1ccc(-n2ccnc2)cc1
6%,0%,-0.6,-0.32,-0.19,0.24,-6.8%,-9%,1%,0%,-9%,-2%,Cc1cccc(Cn2ccc(NC(=O)c3cccnc3)n2)c1
7%,9%,-0.83,-0.029,-0.45,0.27,-5.4%,-5%,4%,0%,1%,1%,O=C(Cn1c(=O)oc2cc(S(=O)(=O)N3CCCC3)ccc21)NCc1ccc(F)cc1
9%,8%,-0.79,-0.25,-0.099,2,-4.1%,5%,-9%,1%,3%,-7%,O=C(Nc1ccc(S(=O)(=O)N2CCCC2)cc1)c1cnccn1
.,10%,0.24,-0.82,-0.073,-0.34,.,.,.,13%,.,-1%,O=C(NC1=NCCS1)c1ccc(Cl)c(S(=O)(=O)N2CCc3ccccc32)c1
4%,-11%,-0.7,-0.19,-0.095,0.88,-6.4%,-3%,36%,-8%,2%,1%,C/C(N)=C(/C#N)C(=O)CSc1nnc(Nc2c(C)cccc2C)s1
2%,20%,0.46,-0.18,0.52,-0.083,0.9%,-8%,11%,0%,-5%,5%,CCn1c(C)nc2cc(-c3nc4n(n3)Cc3ccccc3-4)ccc21
-6%,-17%,-0.25,-0.23,-0.14,0.55,2.0%,2%,10%,-2%,1%,-5%,COc1ccc(C(=O)Nc2ccccn2)cc1
8%,3%,-0.39,-0.21,0.06,-0.072,-0.9%,17%,7%,1%,9%,-6%,CSc1ccc(Cl)c(C(=O)OCC(=O)N2CC(C)OC(C)C2)c1 (stereo unspecified)
-2%,27%,-0.22,-0.3,0.41,0.25,.,.,-7%,12%,.,-11%,O=C(O)Cc1c(C(=O)O)[nH]c2ccc(C(=O)O)cc12
10%,-17%,-0.29,-0.28,0.0073,-0.1,-2.6%,-16%,2%,5%,6%,-6%,Cc1c(C(=O)Oc2cc(N)n(S(C)(=O)=O)n2)cccc1[N+](=O)[O-]
-1%,12%,0.087,-0.21,-0.23,0.031,-4.3%,10%,12%,2%,5%,-4%,FC(F)(F)c1cccc(Oc2ccc3c(C(F)(F)F)cc(C(F)(F)F)nc3n2)c1
-5%,-9%,-0.76,-0.25,-1,1.4,-12%,15%,-2%,-3%,6%,2%,CCOC(=O)C1C(=O)CC(C)(O)C(C(=O)OCC)C1c1ccc(C)s1 (stereo unspecified)
12%,-5%,-1.9,-0.28,-0.76,0.85,-2.1%,11%,-1%,2%,9%,-5%,CS(=O)(=O)N(CCc1ccccc1)CC(=O)N1CCN(c2ccccc2)CC1
-2%,-15%,-0.25,-0.34,0.18,-0.33,-0.1%,12%,0%,1%,15%,-6%,Cc1ccc(O)c(-c2cc(C(=O)NCc3ccncc3)[nH]n2)c1
0%,5%,0.15,-0.18,0.23,-0.17,-15%,15%,3%,0%,6%,-4%,COC(=O)c1sccc1NC(=O)Cc1ccc(Br)cc1
-3%,-4%,0.2,-0.31,0.54,0.56,-5.0%,13%,9%,-8%,12%,-7%,C[C@@](Cc1ccc(O)c(O)c1)(NN)C(=O)O
-1%,4%,-0.8,-0.26,-1.1,0.95,-2.4%,12%,10%,0%,5%,-1%,O=C(NCCCN1CCOCC1)c1c(F)cccc1F
12%,76%,0.8,-0.29,0.33,-0.81,-4.2%,2%,16%,73%,38%,9%,Cc1cccc(C)c1OCC(=O)N/N=C/C=C/c1ccco1
2%,1%,-0.95,-0.21,-0.86,1,-1.4%,-3%,-3%,0%,3%,-8%,O/N=C\c1ccccc1Oc1ccc(F)cc1
14%,1%,1,-0.13,0.5,0.2,3.6%,7%,1%,1%,10%,0%,COc1ccccc1C(=O)Nc1ccc(S(=O)(=O)N2CCc3ccccc32)cc1
8%,-4%,-0.92,0.31,-0.42,0.69,-10%,10%,9%,0%,16%,2%,CN(C)c1ccc(/C=C/C(=O)c2ccccc2O)cc1
-4%,-6%,2,-0.037,1.3,-2.3,-4.7%,11%,-3%,-8%,5%,-9%,Cc1ccc(N(Cc2ccc([N+](=O)[O-])cc2)C(=O)c2ccco2)cc1C
-3%,0%,-0.68,-0.2,-0.096,1,-3.6%,3%,-8%,-4%,11%,-2%,O=C(CCC(=O)OCC(F)(F)C(F)F)NCc1ccccc1
-1%,-7%,-0.78,-0.28,-0.19,0.58,-5.1%,7%,3%,1%,2%,3%,CN(CC(=O)Nc1cccnc1)S(=O)(=O)c1ccccc1
9%,28%,-4.1*,1.8*,-1.8*,-3.8*,-2.3%,5%,-8%,-2%,5%,-2%,Cc1nc2c(ccc3nc(NC(=O)c4ccc(S(=O)(=O)N(C)C)cc4)sc32)s1
0%,-2%,0.62,-0.24,0.38,-0.34,-6.1%,0%,6%,-8%,-1%,-5%,Cc1ccc(N(CC(=O)NN=C2CCN(C)CC2)S(=O)(=O)c2ccccc2)c(C)c1
5%,13%,-0.64,-0.11,-0.94,0.19,-6.3%,-4%,4%,-1%,6%,-12%,CCCNC(=O)NC(=O)COc1c(F)c(F)cc(F)c1F
1%,10%,2,-0.19,1,-1.3,-2.1%,.,6%,11%,.,-4%,COCCCn1c(SCC(=O)Nc2ccc(C)cc2)nc2ccccc2c1=O
2%,3%,-0.55,-0.27,-0.13,0.63,-7.6%,-33%,10%,2%,-11%,2%,Cc1ccc(CC(NC(=O)c2ccccc2)C(=O)NC(CC(C)C)C(=O)O)cc1 (stereo unspecified)
0%,1%,-1,-0.33,-0.25,1,-7.2%,-11%,-7%,-5%,-9%,-9%,Cc1ccc(NC(=O)C2CCCN2C(=O)Oc2ccccc2)c(C)c1 (stereo unspecified)
10%,6%,0.34,-0.2,0.35,-0.5,-1.4%,2%,10%,-3%,0%,-4%,CCOC(=O)NC(Nc1nnc(SCC)s1)(C(F)(F)F)C(F)(F)F
12%,-14%,-0.14,-0.17,0.11,-0.3,-1.8%,0%,10%,-1%,-2%,-1%,Cc1ccc(-n2cc(CN3CCC(CO)(Cc4ccccc4)CC3)cn2)cc1
8%,-6%,0.096,-0.26,0.21,-0.17,-1.5%,-19%,10%,-4%,-17%,-10%,Cc1ccc2c(c1)C1C3CCC(C3)C1S(=O)N2 (stereo unspecified)
10%,-9%,-0.98,-0.21,-0.52,1.3,-3.2%,6%,-7%,2%,9%,-9%,COc1cc(C2C(=O)N(C3CCCC3)CC(=O)N2Cc2ccco2)ccc1OC(C)C (stereo unspecified)
-1%,-10%,0.16,0.84,0.18,-0.27,-1.0%,-11%,7%,-1%,-5%,-4%,O=C1CC(=O)CC(c2ccccc2)C1
4%,-13%,-0.54,-0.21,-0.38,-0.69,-1.1%,21%,13%,-4%,11%,-12%,COc1ccc(NC2CCN(C3CC(=O)N(c4ccc(F)c(Cl)c4)C3=O)CC2)cc1 (stereo unspecified)
-10%,-6%,-0.19,-0.23,0.21,0.22,-0.8%,6%,-5%,-2%,4%,-1%,O=C(CCCc1nc2ccccc2s1)N1CCN(S(=O)(=O)c2cccs2)CC1
-8%,-5%,0.73,-0.2,1.3,-0.56,-0.7%,2%,4%,2%,-9%,-6%,CC(C)C(=O)NC(=S)Nc1ccccc1C(=O)Nc1ccccc1
2%,-6%,0.17,-0.21,-0.19,0.74,-14%,8%,-2%,-1%,8%,-10%,CSc1ccccc1C(=O)C1CCCN(C(=O)CCc2cccnc2)C1 (stereo unspecified)
5%,-9%,-0.78,-0.22,-0.23,0.93,-2.0%,13%,2%,3%,9%,-7%,COc1ccc(NC(=O)C2C(=O)NC3(C)CC2c2ccccc2O3)cc1 (stereo unspecified)
19%,13%,1.2,-0.13,0.79,-1.1,-2.6%,15%,36%,0%,41%,-6%,CCOC(=O)c1c(-c2ccc(OC)cc2)csc1/N=C/C1=C(O)CCCC1=O
8%,0%,1.4,-0.2,0.98,-1.5,3.3%,1%,35%,1%,0%,-2%,COc1ccc(C2=NCCn3cccc32)c(OC)c1

Compounds were not picked by outcome, and some 2.1% of all compounds hit somewhere here.
